Screening results as filed in PubChem.
ATXN2 expr inh = inhibitors of ATXN2 expression. Potency, µM (top dose mostly 57 µM), inactives show at the top dose activity change, negative = inhibition, actives largely listed as inhibitors. 360,000 tested, 0.72% active. AID 1745845. HEK-293 ATXN2-luciferase reporter, luminescence, 24 h; note: potency is the fitted concentration of half-maximal effect; % is set by controls: 0 for no effect and ±100 for the full control effect; nearly all actives have a fitted effect of over 55% in size
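qHTS (up to 57 uM final) was run with 24 h compound exposure of reporter cells at 37 °C. Each well was multiplexed: SteadyGlo luminescence measured ATXN2-luciferase expression after a fluorogenic Gly-Phe-AFC viability readout (25 uM final).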
IL-1B inflam inh = blocks inflammasome-driven IL-1 beta release. 360,000 tested, 4.7% active. THP-1 LPS/ATP IL-1B secretion, AlphaLISA, 16 h; stronger effect = lower value. activity change, % at 57.5 µM. AID 743279; in the data active = activity change below about -50%; inconclusive = mostly about -30% to -49%; note: % is set by controls: 0 for no effect and ±100 for the full control effect
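Secreted IL-1B measured by AlphaLISA bead assay after 16 h compound exposure of THP-1 cells; compounds (final up to 57.5 uM) added 1 h before LPS (250 ng/mL) and ATP (1.25 mM) stimulation; lower signal means less secretion.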
MCF10A rerep = inducers of DNA re-replication in MCF 10A breast cells. AID 624296. MCF 10A DNA re-replication, Hoechst nuclear intensity, 48 h. Potency, µM (top dose mostly 46.1 µM), for the others: at the highest dose activity, positive = re-replication, usual class: activators. 350,000 tested, 2.9% active; note: potency is the fitted concentration of half-maximal effect; % of control where 0% means no effect; nearly all actives have a fitted effect of over 50% in size
KB-3-1 cytotox = KB-3-1 parental cell cytotoxicity; KB-3-1 viability, CellTiter-Glo ATP luminescence, 72 h; Potency, µM (doses to about 46.1 µM), for the others: at the highest dose activity change, negative = cytotoxic, usual class: cytotoxic; 400,000 tested, 1.4% active; note: potency is the fitted concentration of half-maximal effect; % is set by controls: 0 for no effect and ±100 for the full control effect; nearly all actives have a fitted effect of over 60% in size
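Luminescent ATP read-out (CellTiter-Glo) measures survival of drug-naive KB-3-1 cells after 72 h compound exposure at 37 °C. Titration series was screened from lowest to highest concentration, with DMSO vehicle plates as background controls.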
SW480 rereplic = induces DNA re-replication in SW480 colon adenocarcinoma cells. SW480 DNA re-replication, Hoechst DNA content imaging, 48 h. Potency, µM (highest dose often 46.1 µM), for inactives: top-dose re-replication activation, hits mostly activators. 340,000 tested, 1.8% active; note: potency is the fitted concentration of half-maximal effect; % of control where 0% means no effect; nearly all actives have a fitted effect of over 55% in size
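Quantitative HTS format with DMSO vehicle controls; 48 hr drug incubation at 37 C, then 40 min Hoechst staining and scanning imager measurement at 405 nm excitation.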
HT1080 IDH1KD tx = HT-1080 IDH1 knockdown cell toxicity (counter line). HT-1080 IDH1 knockdown viability, ATP luminescence, 48 h. Potency, µM (top dose mostly 46.1 µM), without a hit: top-dose activity, negative = toxicity, actives largely listed as cytotoxic. 360,000 tested, 2% active;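 note: potency is the fitted concentration of half-maximal effect; 0% = DMSO wells and -100% = cell-free medium wells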
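CellTiter-Glo luminescence after 48 h compound exposure at 37 degrees C of IDH1-knockdown HT-1080 cells in 5% FBS RPMI. %Activity scaled between DMSO wells and cell-free media wells, with curves fitted and assigned curve classes.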
HT1080-NT tox = kills 2HG-producing HT-1080-NT fibrosarcoma cells; HT-1080-NT fibrosarcoma viability, CellTiter-Glo ATP luminescence, 48 h; Potency, µM (highest dose often 46.1 µM), for inactives: top-dose activity, negative = less viability, usual class: cytotoxic; 360,000 tested, 1.6% active;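 note: NT is the 2HG producing partner of a matched IDH1 knockdown line; potency is the fitted concentration of half-maximal effect; 0% = DMSO-treated cells and -100% = media-only wells without cells; nearly all actives have a fitted effect of over 55% in size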
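HT-1080-NT fibrosarcoma cells (2HG-overproducing), 750 cells/well in RPMI with 5% FBS, dosed after 2 h and incubated 48 h at 37C. CellTiter-Glo luminescence normalized to DMSO and no-cell wells; concentration-response curves fitted and classed.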
HepG2 viability = HepG2 cytotoxicity, counter-screen for TGF-b inhibitors; HepG2 CAGA-GFP viability, ATP luminescence, 18 h; Potency, µM (highest dose often 46.1 µM), for the others: top-dose activity change, negative = cytotoxicity, hits mostly cytotoxic; 410,000 tested, 0.76% active; note: potency is the fitted concentration of half-maximal effect; some results filed as inactive show a strong effect at the top dose
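HepG2 CAGA-GFP cells (1000/well, DMEM with 1% FBS) received compound, then TGF-beta at 500 pg/mL final, and were incubated 18 hours at 37 degrees C. Viability was read by CellTiter-Glo luminescence. Media-only wells were set as complete cell-killing and DMSO as no toxicity.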
ATXN viability = cell viability loss in ATXN counter-screen; AID 651635; Potency, µM (highest dose often 56.7 µM), most hits filed as cytotoxic; S2 cells (HEK-293 line with an ATXN2-luciferase reporter) viability, CellTiter-Fluor protease fluorescence, 24 h; 400,000 tested, 0.49% active; note: potency is the fitted concentration of half-maximal effect; nearly all actives have a fitted effect of over 40% in size
The depositor's hits bear a star; i = inactive; ? = inconclusive; . = no result given; & = joins results of further samples; [ ] = remark or other dose. Unless noted, calls come from the whole dose curve; as a rule, active = well fitted curve in the direction sought with a large enough effect; inconclusive = small, poorly fitted or top-dose-only effect, or another doubt; inactive = no such curve, though single readings can be large; an effect the other way counts as inactive or inconclusive.

SMILES	ATXN2 expr inh	IL-1B inflam inh	MCF10A rerep	KB-3-1 cytotox	SW480 rereplic	HT1080 IDH1KD tx	HT1080-NT tox	HepG2 viability	ATXN viability
C/C(CC(=O)Nc1ccc(OCc2ccccc2)cc1)=N\NC(=O)C(=O)Nc1ccccc1C	12.7%	8.7	11.8%	0.9%	-4.5%	-10.0%	-3.7%	-17.1%	i
CCOC(=O)c1sc(C)c2c(=O)n(Cc3ccc(Cl)cc3)c(C)nc12	-9.5%	0.0	2.1%	4.9%	-21.8%	-16.2%	-18.4%	-11.4%	i
COc1ccc(CNC(=O)c2cnc3ccc(C)cn3c2=O)cc1	-4.3%	.	.	-0.9%	.	.	.	0.7%	i
O=C(N=C1SC2CS(=O)(=O)CC2N1c1cc(Cl)ccc1Cl)C1CC1 (stereo not given)	.	19.5	-0.4%	?	1.5%	1.1%	1.1%	3.4%	?
COc1ccc(S(N)(=O)=O)cc1C(=O)OCC(=O)N1CCCC(C)C1 (stereo not given)	.	3.4	-1.2%	9.6%	-16.9%	8.4%	1.5%	-7.6%	i
Cc1ccc(C(=O)N(CCCN(C)C)c2nc3ccc(Cl)cc3s2)cc1C	?	-106.7*	4.9%	1.0%	?	23.1µM*	23.1µM*	22.4µM*	?
CC(C)(C)OC(=O)N1CCN(C(=O)Nc2ccc3c(c2)OCCO3)CC1	22.6%	-1.4	-0.5%	1.9%	1.2%	0.8%	6.6%	2.9%	i
O=C(CCS(=O)(=O)c1cc2c(cc1Cl)NC(=O)CO2)NCc1ccccc1	-16.1%&1.4%	31.0	-2.2%	22.4%&21.8%	-2.7%	2.1%	3.1%	-0.6%&-7.3%	i
C[C@H](CO)N1C[C@H](C)[C@@H](CN(C)S(=O)(=O)c2ccccc2)Oc2ccc(NC(=O)C3CCCCC3)cc2C1=O	2.7%	-16.3	8.1%	4.1%	-9.9%	5.4%	-3.1%	-13.7%	i
Cn1c2ccccc2c(=O)c2ccc(C#CC3(N)CCCCC3)cc21	-37.5%	-85.6*	?	?	?	-17.5%	?	-58.1%	i
CC1=C(C(=O)Nc2ccccn2)C(c2ccc3c(c2)OCO3)C2=C(CC(C)(C)CC2=O)N1 (stereo not given)	21.1%	17.9	4.6%	-12.7%	-3.2%	-9.9%	-4.3%	11.9%	i
Cc1[nH]c2c(C)cccc2c1CCNC(=O)c1ccc2c(c1[N+](=O)[O-])C(=O)c1ccccc1C2=O	-11.8%	-109.1*	7.94µM*	?	18.4µM*	20.6µM*	16.4µM*	-14.8%	?
Cc1ccc(N(NC(=O)C(O)(c2ccccc2)c2ccccc2)C(=O)CCl)cc1	28.2µM*	-97.7*	23.1µM*	?	18.4µM*	5.8µM*	5.17µM*	15.8µM*	17.8µM*
COc1ccc(S(=O)(=O)N2CCCCCC2)cc1C(=O)N1CCN(C(C)=O)CC1	.	-11.8	.	5.4%	.	3.9%	10.9%	0.6%	?
Cc1ccnc2nc(C(=O)NCc3cccs3)nn12	0.5%	12.9	-1.5%	15.5%	-3.6%	21.6%	15.0%	3.2%	?
CC1CCCCc2nc3c(c(=O)n21)CCCC3 (stereo not given)	-0.1%	40.2	.	2.4%	.	10.9%	18.1%	1.9%	i
Clc1ccc(-c2n[nH]c3c2CCC3)cc1Cl	5.7%	-0.6	-3.2%	-28.7%	-3.7%[9.22 µM]	?	-29.5%	-51.8%	i
Cc1cccc(C)c1NC(=O)CNC(=O)CN1C(=O)NC2(CCc3ccccc32)C1=O (stereo not given)	5.7%	16.9	1.6%	12.6%	-1.2%	6.0%	8.2%	-2.4%	?
O=C(NC(=S)/C(=C1\CCCCCN1)[N+](=O)[O-])c1ccccc1	?	4.5	12.1%	-2.1%	-3.8%	-9.3%	-7.0%	-10.0%	i
CCN(CC(=O)Nc1c(F)cccc1F)C(=O)C1CC(=O)N(CCc2ccc(OC)c(OC)c2)C1 (stereo not given)	6.5%	6.6	-0.5%	12.8%	-11.1%	8.2%	3.8%	-1.6%	i
Cc1cccc(Cn2nc(C)c(NC(=O)c3ccc(F)cc3)c2C)c1	-9.8%	-6.9	12.9%	-8.1%	-12.7%	-4.6%	2.6%	-15.6%	i
Cc1ccc(C)c(S(=O)(=O)NCCCn2ccnc2)c1	-0.8%	16.2	-18.5%	-0.6%	-0.7%	24.1%	22.2%	15.5%	?
CC(C)c1ccc(NNC(=O)C2CCC2)cc1	3.4%	.	-12.7%	-3.0%	-0.1%	-2.3%	-0.9%	11.0%	i
CC(=O)c1cccc(NC(=O)CN2C(=O)c3ccccc3Sc3ncccc32)c1	-36.0%	.	.	-1.3%	.	.	.	-9.2%	?
COc1cccc(-c2nc(CCl)cs2)c1OC	16.5%	1.2	?	?	?	6.2%	1.9%	5.0%	i

Going on with the list.
SMILES	ATXN2 expr inh	IL-1B inflam inh	MCF10A rerep	KB-3-1 cytotox	SW480 rereplic	HT1080 IDH1KD tx	HT1080-NT tox	HepG2 viability	ATXN viability
O=C(COC(=O)Cc1ccc(S(=O)(=O)N2CCOCC2)s1)Nc1ccc(OC(F)F)cc1	1.3%	7.4	-0.7%	12.9%	8.4%	10.7%	-4.1%	2.9%	i
Cc1sc2ncnc(OCC(=O)NC(C)C)c2c1C	-9.0%	-15.6	0.8%	-5.5%	26.5%	-3.7%	-10.2%	-5.6%	i
O=C(NN1c2ccccc2CCc2ccccc21)c1ccccc1Br	-25.0%	7.5	9.2%	-0.6%	0.9%	-19.2%	-0.7%	-8.0%	i
NCCCCCNC(=O)c1[nH]cnc1C(=O)N[C@@H](Cc1ccccc1)C(=O)OCc1ccccc1	12.1%	23.0	14.6%	0.5%	-9.4%	9.9%	3.0%	-4.2%	i
O=C(c1ccco1)N1CCN(S(=O)(=O)c2ccc([N+](=O)[O-])cc2)CC1	.	-6.3	-4.4%	1.1%	-5.0%	-0.9%	0.2%	-3.7%	i
O=C(O)c1ncn(Cc2ccccc2)c1C(=O)O	-14.7%	2.3	-6.6%	2.4%	-7.3%	-1.2%	18.2%	12.0%	i
CN1CCN(C(=O)C(=O)c2cn(CC(=O)N3CCCC3)c3ccccc23)CC1	0.1%	11.8	1.5%	.	0.5%	13.6%	11.6%	35.5%	i
CC(=O)Nc1nonc1-c1nnc(SCC(=O)Nc2cc(C)cc(C)c2)n1C	5.2%	.	.	8.5%	.	.	.	8.0%	i
CCCCCn1cnc2sc(CC)cc2c1=O	65.0%[activator]	-13.0	2.9%	13.9%	0.0%	4.5%	11.9%	-7.2%	i
O=S(=O)(c1ccc(Cl)s1)N1CCc2ccccc2C1	-8.2%	-3.8	12.6%	-15.5%	15.2%	-4.1%	0.0%	-22.9%	i
COc1ccccc1-n1cnc2cc(NCc3cccs3)ccc21	22.5%	-7.8	1.46µM*	1.16µM*	2.06µM*	2.06µM*	3.66µM*	0.3%	i
CC(C)CCC(CCNCc1ccccn1)c1ccc(Cl)cc1 (stereo not given)	-37.5%	-97.9*	?	?	?	?	?	20µM*	i
O=C(NC1CCCN(Cc2ccc(Cl)cc2)C1)c1c(F)ccc(F)c1F (stereo not given)	-20.7%	24.7	-7.8%	-14.7%	48.9%	-11.2%	0.3%	-1.4%	i
CCOC(=O)c1cc2c(N)c(C(=O)c3cc(C#N)c(SC)nc3C)sc2nc1C	-38.7%	15.0	0.0%	-8.6%	-12.2%	-2.4%[9.24 µM]	-14.5%	-46.5%	i
CCN(CC)C(=O)c1nn(Cc2ccccc2)c(=O)c2ccccc12	-5.4%	0.0	17.6%	10.4%	-23.0%	14.4%	4.6%	-16.1%	i
Cc1cc(-c2cc(C(=O)NC3CCCC3)on2)nc(NC2CCCC2)n1	-4.3%	25.6	15.3%	-5.4%	-2.0%	15.3%	6.5%	-26.1%	?
COc1cccc(NC(=O)c2cc3ccccc3oc2=O)c1	.	6.5	0.9%	6.7%	-12.1%	2.4%	0.1%	-14.5%	i
Cc1ccccc1-c1nnc(SC(C)C(=O)NC2CCCC2)o1 (stereo not given)	-8.1%	-10.4	1.4%	-0.7%	-3.0%	9.4%	2.2%	1.0%	i
Cc1nn(C)cc1S(=O)(=O)Nc1ccc(C(F)(F)F)cc1	3.4%	20.6	-10.0%	12.7%	10.5%	15.7%	17.9%	2.5%	i
COc1ccc(SC[C@H](Cc2ccccc2)N2CCN(C)CCC2=O)cc1	0.9%	-15.4	-6.5%	-7.3%	6.2%	-5.5%	0.0%	-5.2%	i
C/C(=N\NC(=O)OC(C)(C)C)c1ccc[nH]1	-18.1%	-0.6	1.0%	-6.4%	3.3%	-5.6%	0.4%	-8.2%	i
Cn1c(-c2c(N)n(C3CCCC3)c3nc4ccccc4nc23)nc2ccccc21	-19.3%	-5.5	5.17µM*	16.4µM*	11.6µM*	?	?	-23.6%	.
COc1cc(NC(=O)c2cccs2)c(C(=O)OCC(=O)NC(=O)NC(C)(C)C)cc1OC	0.2%	-18.4	0.9%	0.0%	-8.3%	13.4%	13.5%	0.7%	i
O=C(Nc1nnc(S(=O)(=O)N2CCCc3ccccc32)s1)c1ccccc1Cl	4.8%	.	.	-7.7%	.	.	.	-19.8%	i
CCn1c(/C(C#N)=C/c2ccccc2Cl)nc2ccccc21	10.2%	.	.	23.2%	.	.	.	-60.3%	i
COc1ccc(C#Cc2cnc3c(c2)C(=O)N([C@@H](C)CO)C[C@@H](C)[C@@H](CN(C)CC2CCOCC2)O3)cc1	-15.8%	-17.0	.	-9.9%	.	-10.9%	-11.2%	0.9%	i

Arranged by value in IL-1B inflam inh (highest first): three from the list above.
Compound,IL-1B inflam inh
NCCCCCNC(=O)c1[nH]cnc1C(=O)N[C@@H](Cc1ccccc1)C(=O)OCc1ccccc1,23.0
O=C(c1ccco1)N1CCN(S(=O)(=O)c2ccc([N+](=O)[O-])cc2)CC1,-6.3
CCCCCn1cnc2sc(CC)cc2c1=O,-13.0
